# Bioassay records: PubChem, National Center for Advancing Translational Sciences (NCATS)
# RXFP1 ag = qHTS Assay for Agonists of the Relaxin Receptor RXFP1; Relaxin receptor 1 (Homo sapiens), Q9HBX9; HEK293T-RXFP1 cAMP TR-FRET, 30 min; response scale: percent of porcine relaxin response, buffer zero; Potency, µM (titrated, usually from 57.5 µM), without a hit: at the top dose activation, hits mostly activators; actives 0.3% (n = 370,000); active = well fitted activation curve with a large enough effect; inconclusive = small, poorly fitted or top-dose-only effect; note: potency is the fitted concentration of half-maximal effect; % is set by controls: 0 for no effect and ±100 for the full control effect; nearly all actives have a fitted effect of over 60% in size; many of its hits are not listed in these tables
#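 HEK293T cells stably expressing RXFP1 were pretreated with the PDE4 inhibitor Ro 20174, exposed to compounds for 30 min at 37C, lysed, and cAMP was read by TR-FRET. Data normalized to buffer (basal) and 29 nM porcine relaxin (100%).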
# D2 potentiator = HTS Assay for Positive Allosteric Modulators of the Human D2 Dopamine Receptor: Primary Screen for Potentiators; potentiation, % at 10 µM; HEK293 T-REx D2, calcium flux, EC20 dopamine potentiation; D(2) dopamine receptor (Homo sapiens), P14416; AID 485347, 2010; actives 0.34% (n = 340,000);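 active = potentiation over 3 SD above the plate norm, cut at about 30% in these data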; note: 0% is about no effect
# Target sequence (P14416 whole entry, looked up): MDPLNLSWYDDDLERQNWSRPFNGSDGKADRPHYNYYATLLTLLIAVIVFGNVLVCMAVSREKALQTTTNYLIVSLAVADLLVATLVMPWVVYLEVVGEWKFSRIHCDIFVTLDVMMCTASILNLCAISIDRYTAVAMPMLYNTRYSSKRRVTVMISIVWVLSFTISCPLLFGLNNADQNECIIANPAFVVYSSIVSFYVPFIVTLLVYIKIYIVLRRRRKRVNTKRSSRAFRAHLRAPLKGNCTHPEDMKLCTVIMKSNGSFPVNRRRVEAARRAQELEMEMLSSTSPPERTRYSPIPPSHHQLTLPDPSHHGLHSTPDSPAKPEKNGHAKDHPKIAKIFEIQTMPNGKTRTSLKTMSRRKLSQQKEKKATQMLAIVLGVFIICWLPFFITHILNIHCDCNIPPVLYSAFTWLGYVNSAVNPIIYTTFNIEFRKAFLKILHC
#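 Tetracycline-induced HEK293 T-REx cells force-coupled to calcium signalling expressed D2; compounds were pin-added after a 10 s baseline, read kinetically 180 s, then an EC20 dopamine challenge followed with a further 180 s calcium read.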
# D1 ag = Allosteric Agonists of the Human D1 Dopamine Receptor: qHTS. D(1A) dopamine receptor (Homo sapiens), P21728. HEK293 T-REx D1 cells, calcium flux, agonist mode. activation, % at 2 µM. actives 1% (n = 360,000); in the data active = activation above about 30%; note: 0% is about no effect
#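 Agonism was scored from calcium flux recorded over 180 s (1 read/s) after pintool compound addition, following a 10-cycle baseline. Cells were inducible force-coupled HEK293 TREx D1, plated overnight at 30 C and loaded with no-wash calcium dye.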
# D1 PAM = Potentiators of Human D1 Dopamine Receptor: qHTS. HEK293 TREx D1 cells, calcium flux, dopamine EC20 potentiation. potentiation, % at 10 µM. actives 0.036% (n = 360,000). AID 504651, 2011; in the data active = potentiation above about 30%; note: 0% is about no effect
# TRHR PAM = qHTS for Small Molecule Agonists and Allosteric Enhancers of Human TRH Receptor: Primary Screen for Enhancers; TRHR cells, fluo-8 calcium fluorescence, EC20 TRH enhancement; enhancement, % at 2 µM; AID 493056, 2011; actives 0.66% (n = 360,000); in the data active = enhancement above about 30%; note: 0% is about no effect
# Target sequence (P34981 whole entry, looked up): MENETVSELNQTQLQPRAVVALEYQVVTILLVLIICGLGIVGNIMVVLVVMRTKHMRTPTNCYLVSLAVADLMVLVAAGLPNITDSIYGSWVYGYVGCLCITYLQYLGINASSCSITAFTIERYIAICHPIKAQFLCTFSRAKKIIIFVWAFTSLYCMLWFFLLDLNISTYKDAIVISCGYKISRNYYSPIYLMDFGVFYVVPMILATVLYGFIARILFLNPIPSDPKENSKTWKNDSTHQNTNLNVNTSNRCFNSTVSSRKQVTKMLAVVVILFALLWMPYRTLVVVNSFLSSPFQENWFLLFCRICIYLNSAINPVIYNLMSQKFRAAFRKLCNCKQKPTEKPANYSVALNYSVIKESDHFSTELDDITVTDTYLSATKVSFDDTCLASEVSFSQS
#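 TRHR-expressing cells loaded with fluo-8 calcium dye were read kinetically (ex 480/em 530) during compound addition, then stimulated with an EC20 of TRH (10 nM final). Enhancement of the Gq-mediated intracellular calcium response was scored.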
# D2 antagonist = HTS Assay for Allosteric Antagonists of the Human D2 Dopamine Receptor: Primary Screen for Antagonists | AID 485344, 2010 | D(2) dopamine receptor (Homo sapiens), P14416 | inhibition, % at 10 µM | HEK293 TREx D2 cells, calcium flux, dopamine EC80 | actives 2% (n = 340,000); in the data active = inhibition above about 30%; note: 0% is about no effect
#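 Antagonism is scored as inhibition of an EC80 dopamine-evoked calcium signal in a force-coupled, tetracycline-inducible HEK293 T-REx D2 line, with compound present 180 s before agonist.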
# D1 antagonist = Antagonist of Human D 1 Dopamine Receptor: qHTS; actives 3.2% (n = 360,000); activity change, negative = inhibition, % at 10 µM; HEK293 TREx D1 cells, calcium flux, dopamine EC80; stronger effect = lower value; D(1A) dopamine receptor (Homo sapiens), P21728; AID 504652, 2011; in the data active = activity change below about -30%; note: % is set by controls: 0 for no effect and ±100 for the full control effect
#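 Inducible Hek293 Trex D1 cells (tetracycline, overnight, 30 C). Calcium dye 30–90 min RT. Antagonist mode: EC80 dopamine added after 180 s compound read.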
# D2 agonist = HTS Assay for Allosteric Agonists of the Human D2 Dopamine Receptor: Primary Screen for Agonists; D(2) dopamine receptor (Homo sapiens), P14416; HEK293 T-REx D2 cells, calcium flux agonist mode; activation, % at 2 µM; actives 0.53% (n = 340,000); AID 485358, 2010;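 active = activation over 3 SD above normal in the single-dose calcium agonist read, cut at about 30% in these data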; note: 0% is about no effect
#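 Agonism scored from kinetic calcium signal (1 read/sec, 180 s) following compound pin transfer, after a 10 s baseline. Cells: HEK293 Trex line expressing inducible D2 receptor coupled to calcium, dye-loaded after overnight culture at 30 C.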
# RXFP1 antag = qHTS Assay for Antagonists of the Relaxin Receptor RXFP1; activity change, negative = inhibition, % at 57.5 µM; AID 1259400, 2018; HEK293-RXFP1, relaxin-stimulated cAMP HTRF, 30 min; stronger effect = lower value; actives 0.59% (n = 350,000);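 active = activity change of -60% or lower, but not beyond a set lower limit; inconclusive = change between -60% and -40%, or beyond the set limit; inactive = change above -40%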; note: % is set by controls: 0 for no effect and ±100 for the full control effect
# Active calls of the source: *; ? = inconclusive; / = not tested or not shown. An excerpt. The share of hits here may be higher or lower than overall.
Structure	RXFP1 ag	D2 potentiator	D1 ag	D1 PAM	TRHR PAM	D2 antagonist	D1 antagonist	D2 agonist	RXFP1 antag
O=C(NCc1ccccc1)c1ccc2c(=O)[nH]c3c(C(=O)NCC4CCCO4)sc(=S)n3c2c1 (configuration not stated)	2.4%	-4	2	0	-3	/	-15	/	-10
COc1ccccc1CN(Cc1nc2ccccc2c(=O)[nH]1)C(=O)Nc1ccc(C)cc1	-0.5%	7	0	-3	8	0	6	-1.0	-11
COc1ccc(-n2c(COc3cccc(C)c3)n[nH]c2=S)cc1	-1.1%	-4	3	-14	2	-6	3	0.7	-1
Cc1cc(NC(=O)CSc2nnc(COc3cccc(C)c3C)n2Cc2ccco2)no1	2.8%	-1	4	-1	-5	8	0	0.1	-5
O=C(COC(=O)c1nc(Cl)ccc1Cl)Nc1ccc2[nH]c(=O)[nH]c2c1	-0.6%	-10	2	-5	1	-11	8	1.6	8
COc1ccc(-c2nc3sc(CCNC(=O)c4cccc(C(F)(F)F)c4)c(C)n3n2)cc1	1.5%	-4	0	-1	1	/	/	0.0	/
COc1ccc(NC(=O)c2ccc(Br)o2)c([N+](=O)[O-])c1	2.5%	-1	0	-7	10	12	-6	0.0	4
CN(CC(=O)NC(=O)NCc1ccccc1)Cc1ccc(Cl)cc1	-1.0%	-4	1	-4	9	-10	2	0.4	-1
CCC(C)(C)C1CCc2c(sc(NC(=O)c3ccoc3C)c2C(N)=O)C1 (configuration not stated)	9.3%	3	-1	-4	4	4	17	2.6	5
COc1ccc(N(C(=O)CNC(=O)c2cccs2)C(C(=O)NCC2CCCO2)c2ccccc2)cc1OC (configuration not stated)	-0.4%	/	2	-4	10	/	-55*	/	-1
O=C(CCNS(=O)(=O)c1ccc2c(c1)CCN2C(=O)C1CC1)Nc1ccc(Cl)cc1	-2.7%	-6	1	-2	-1	/	8	-2.0	/
Cc1ccccc1OCC(=O)Nc1ccc2oc(-c3ccc(F)cc3)nc2c1	5.2%	/	2	1	0	/	-1	-0.7	3
COc1ccc2c(c1)c(=O)c(C(=O)c1ccccc1)cn2Cc1ccc(C)cc1	0.0%	1	-3	-1	-4	29	30	-0.4	/
COc1cc(/C=C2\N=C3CCCCCN3C2=O)ccc1O	0.2%	-4	4	-6	-2	-2	23	0.9	-22
CCOC(=O)N1CCN(C(=O)c2ccc3nc(C)sc3c2)CC1	0.6%	10	4	8	1	2	11	0.0	3
NS(=O)(=O)c1ccc(CCNC(=O)CNC(=O)c2ccccc2F)cc1	2.0%	3	7	-1	12	-2	-2	-0.4	-5
Cc1ccc(C(C)C)c(OCCCNCc2cccnc2)c1	4.8%	-12	10	-4	4	10	-21	-0.6	-32
CC(C)SCCCCOc1ccc2ccccc2c1	4.1%	-10	3	-1	0	-23	7	1.6	-5
Cc1ccc(NC(=O)COCc2cc(-c3cccs3)on2)cc1Cl	0.1%	3	4	1	9	/	5	-0.5	?
O=C(COC(=O)/C=C/c1ccc(OC(F)F)cc1)NC1CCCC1	-1.8%	8	1	-7	3	32*	-28	0.0	3
O=C(NC(=S)NCc1ccccc1)c1ccccc1[N+](=O)[O-]	-0.9%	0	7	1	-6	1	-10	-0.2	-1
N#Cc1c(-n2ccnc2)cccc1-n1ccnc1	-4.7%	-4	2	0	1	4	5	0.1	-4
CC(C)(C)c1cccc(C2(O)C(=O)c3ccccc3C2=O)c1O	0.8%	-2	5	0	-6	5	-5	1.3	-23
Cc1ccnc(NC(=O)Cn2cc([N+](=O)[O-])cn2)c1	15%	-4	5	0	-3	-8	-9	0.0	-24
CCOCCCn1c(SCc2ccccc2)nnc1-c1ccncc1	-0.3%	2	2	0	-4	2	0	2.2	-3
CCOC(=O)CNC(=O)Nc1cc(C(=O)NCc2ccccc2OC)ccc1N1CCCC1	2.6%	-5	0	0	-7	/	1	1.4	-3
COC(=O)C(CC(=O)c1ccc(Br)cc1)n1ccnc1 (configuration not stated)	0.6%	/	8	-11	-9	10	-26	-1.8	/
Cc1ccccc1NC(=S)NCCC(c1ccccc1)c1ccccc1	0.5%	-5	4	-8	-9	21	-8	0.3	/
CCc1ccc(NC(=O)CSc2nnc(CNC(=O)c3cccs3)o2)cc1	-0.3%	9	4	-8	-3	4	-26	-0.7	3
COc1cc2c(cc1OC)C(C(=O)N1CCN(c3ccccc3)CC1)C(c1cccs1)N(C)C2=O (configuration not stated)	-1.4%	2	2	0	2	7	-4	0.1	-1
Cc1ccc(OCc2n[nH]c(=S)n2C2CCCCC2)cc1	0.3%	-3	20	-6	3	-2	8	2.3	7
CC(=O)c1cnc(N2CCCCC2)nc1C	2.7%	-4	1	2	-9	20	-1	0.0	-3
Cc1ccc(-n2c(C)cc(/C=N/NC(=O)c3ccc(CN4CCOCC4)cc3)c2C)cc1	0.5%	-10	5	-1	-8	-1	14	1.0	4
CCOc1ccc(OCc2ccc(C(=O)N3CCCC3)o2)cc1	-0.4%	/	8	-2	15	/	-11	/	-13
Cc1cc(C(C)(C)C)oc1C(=O)N(CC(=O)NC1CCCC1)Cc1ccccc1	1.2%	3	14	-5	-7	-25	-8	4.2	11
O=c1oc2ccccc2c(O)c1/C=N/c1ccccn1	2.4%	-7	2	-7	-3	2	7	-0.2	-12
Cc1cc(Nc2ccc(C(=O)O)c(O)c2)n2ncnc2n1	?	0	-1	1	1	/	-10	1.0	0
O=C(COc1ccccc1)NCCS(=O)(=O)N1CCN(c2ccccc2)CC1	0.4%	5	0	-9	0	77*	-35*	28	-7
CC(=O)OC(COc1ccc(F)cc1)Cn1cnc2ccccc21 (configuration not stated)	2.3%	6	2	2	7	-1	-1	1.4	-5
COc1ccc(NS(=O)(=O)c2cccc(-c3nnc(-c4ccccc4)o3)c2)cc1	-1.7%	10	0	-3	3	8	-32*	-1.6	-9
CC(=O)Cc1nsc(NC(=O)c2cc(-c3ccccc3Cl)oc2C)n1	-0.3%	3	1	0	-9	4	-1	0.4	/
Cc1csc(=O)n1CCC(=O)OCC(=O)NNC(=O)c1ccc(Br)cc1	-0.5%	-5	3	-6	1	-10	7	0.1	4
c1ccc2c(-c3nn[nH]n3)cccc2c1	-0.9%	4	1	-9	0	-13	2	0.7	4
O=C(CCc1nc(-c2ccccc2)c(-c2ccccc2)o1)OCc1ccc(Cl)cc1	0.6%	-3	21	-2	-6	20	11	1.4	4
CCOc1ccccc1CN1C(=O)C2(OCCO2)c2ccccc21	0.2%	0	11	-2	8	-3	-2	1.8	-4

# An excerpt from the list above, as a working copy:
Structure	RXFP1 ag	D2 potentiator	D1 ag	D1 PAM	TRHR PAM	D2 antagonist	D1 antagonist	D2 agonist	RXFP1 antag
Cc1cc(Nc2ccc(C(=O)O)c(O)c2)n2ncnc2n1	?	0	-1	1	1	/	-10	1.0	0
O=C(COc1ccccc1)NCCS(=O)(=O)N1CCN(c2ccccc2)CC1	0.4%	5	0	-9	0	77*	-35*	28	-7
CC(=O)OC(COc1ccc(F)cc1)Cn1cnc2ccccc21 (configuration not stated)	2.3%	6	2	2	7	-1	-1	1.4	-5

# Next section:
Structure	RXFP1 ag	D2 potentiator	D1 ag	D1 PAM	TRHR PAM	D2 antagonist	D1 antagonist	D2 agonist	RXFP1 antag
O=C(CN(c1ccccc1)S(=O)(=O)c1ccccc1)N/N=C/c1ccco1	-0.5%	5	0	0	-4	7	9	1.2	-12
O=C(CN1C(=O)c2cccc3cccc1c23)N1CCN(c2ccc(F)cc2)CC1	0.7%	-1	0	-5	2	-1	-2	0.5	9
Cc1cc(=O)[nH]c(SCC(=O)Nc2ccc(F)c([N+](=O)[O-])c2)n1	-0.1%	9	0	-4	8	-4	22	0.1	-10
O=C(C1CC1c1ccccc1)N1CCOCC1 (configuration not stated)	0.0%	15	3	2	10	-14	27	0.8	-6
O=S(=O)(c1ccc(OCC(O)CN2CCN(c3ccc(F)cc3)CC2)cc1)N1CCOCC1 (configuration not stated)	1.2%	-17	9	-3	-2	67*	-21	76*	-5
CCOC(=O)c1cnc(-n2nc(C)cc2C)nc1Nc1cccc(C(=O)O)c1	0.6%	-6	2	-8	-1	8	-7	0.3	-5
O=C1CC(c2ccccc2)CC(O)=C1C=NCCN1CCNCC1 (configuration not stated)	-0.3%	6	2	-4	4	-3	5	-1.0	-7
O=C(CN(C(=O)c1csnn1)c1ccccc1Cl)NCCc1ccccc1	0.3%	-7	0	-1	-8	-2	11	-1.0	-7
CCOC(=O)c1c(/N=C/c2ccccc2O)sc2c1CCC2	0.0%	-2	5	0	1	1	16	-1.1	-18
O=C(CSCc1ccc(Br)cc1)NCc1ccccn1	3.3%	-2	1	4	3	-2	-5	-1.1	8
Cc1ccc(C(C)C)c(Oc2nnnn2-c2ccccc2)c1	0.4%	1	9	-3	-3	-5	8	0.2	-11
COc1ccc(C2=NNC(=Nc3cc(S(=O)(=O)N(C)C)ccc3C)SC2)c(OC)c1	3.2%	-9	0	-1	3	12	-1	-0.1	-2
O=C(COC(=O)c1ccc(Cl)s1)c1cc2ccccc2o1	0.5%	1	-2	-4	-1	5	2	-0.6	-25
COc1cc(/C=C/C(=O)NCc2nc3ccccc3[nH]2)cc(OC)c1OC	0.9%	-6	0	4	2	-22	-2	0.2	2
CCn1nc(NC(=O)COC)c2cc3cccc(C)c3nc21	5.8%	7	3	-4	1	2	-81*	-1.5	3
O=C(Nc1ccc(Br)cc1)C1CCCC1	3.0%	-1	1	-1	9	15	0	0.1	2
COc1cc(C2/C(=C(\O)c3ccc4c(c3)OCCO4)C(=O)C(=O)N2Cc2ccco2)cc(OC)c1OC (configuration not stated)	8.5%	7	1	-8	-1	2	-33*	-1.4	-6
CCn1c(CNC(=O)c2ccco2)nnc1SCC(=O)Nc1ccccc1Cl	1.3%	/	3	/	7	/	4	/	18
COc1ccccc1NS(=O)(=O)c1ccc(-c2cc(C)no2)s1	0.0%	16	13	-2	6	-4	-3	0.1	-3
